Bioassay records: PubChem BioAssay, National Center for Advancing Translational Sciences (NCATS)
Vif-APOBEC3G blk: blocks the Vif interaction with human APOBEC3G. Potency, µM (highest dose often 46.1 µM), for inactives: top-dose activity, negative = active, most hits filed as inhibitors. 410,000 compounds, 0.076% hits. HeLa A3G-eYFP + Vif (tagged APOBEC3G with the HIV-1 protein that degrades it), YFP fluorescence, overnight. AID 602310. Q9HC16;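 also: % is scaled to controls: 0 for no effect and ±100 for the full control effect; nearly all actives have a fitted effect of over 60% in size; hits raise eYFP signal because A3G escapes Vif-driven loss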
Target sequence (Q9HC16 whole entry, looked up): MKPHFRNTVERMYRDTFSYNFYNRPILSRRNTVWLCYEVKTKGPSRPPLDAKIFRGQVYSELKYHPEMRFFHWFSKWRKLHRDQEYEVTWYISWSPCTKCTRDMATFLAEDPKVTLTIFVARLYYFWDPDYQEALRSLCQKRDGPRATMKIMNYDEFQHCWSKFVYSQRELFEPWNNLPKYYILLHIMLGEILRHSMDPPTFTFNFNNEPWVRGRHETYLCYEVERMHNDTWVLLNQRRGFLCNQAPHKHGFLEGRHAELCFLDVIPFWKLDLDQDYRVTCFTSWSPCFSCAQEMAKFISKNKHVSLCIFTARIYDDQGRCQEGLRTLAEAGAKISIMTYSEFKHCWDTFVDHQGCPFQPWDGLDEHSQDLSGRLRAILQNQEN
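Read-out is eYFP fluorescence (Ex 488/Em 500-530) from Vif-expressing HeLa A3G-eYFP cells; more signal means A3G escaped Vif-mediated degradation. Cells plated overnight, compound pinned in, incubated overnight at 37 deg C.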
12-LOX inh: ALOX12 (human) lipoxygenase inhibition; 580,000 compounds, 1.1% hits; Potency, µM (titrated, usually from 108 µM), for the others: top-dose activity change, negative = inhibition, most hits filed as inhibitors; purified 12hLO, xylenol orange hydroperoxide absorbance; AID 1671190; also: % is scaled to controls: 0 for no effect and ±100 for the full control effect
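Hydroperoxide product was detected by ferrous iron/xylenol orange as the 573 to 405 nm absorbance ratio. Arachidonic acid at 40 uM (final) was turned over for 30 min at room temperature by 150 nM human 12hLO, pH 7.0 Hepes buffer, after 15 min compound preincubation.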
Vif-APOBEC3F blk: inhibitors of Vif-A3F interaction; HeLa A3F-eYFP + Vif (tagged APOBEC3F with the HIV-1 protein that degrades it), YFP fluorescence increase; Potency, µM (titrated, usually from 46.1 µM), for inactives: at the highest dose activity, negative = active; 390,000 compounds, 0.2% hits; AID 602313; also: % of control where 0% means no effect; nearly all actives have a fitted effect of over 65% in size
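HeLa cells stably expressing A3F-eYFP plus Vif, plated and incubated overnight at 37 deg C, then exposed to compounds overnight at 37 deg C. Blocked degradation read as raised yellow fluorescence (Ex 488/Em 500-530).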
RGS4 inh: inhibitors of human regulator of G protein signaling 4 | 390,000 compounds, 0.039% hits | Transcreener GDP fluorescence polarization, RGS4-accelerated GTP hydrolysis | P49798 | Potency, µM (highest dose often 114 µM), for inactives: at the top dose activity change, negative = inhibition, actives largely listed as inhibitors; also: % is scaled to controls: 0 for no effect and ±100 for the full control effect; nearly all actives have a fitted effect of over 75% in size; some results filed as inactive show a strong effect at the top dose
Target sequence (P49798 whole entry, looked up): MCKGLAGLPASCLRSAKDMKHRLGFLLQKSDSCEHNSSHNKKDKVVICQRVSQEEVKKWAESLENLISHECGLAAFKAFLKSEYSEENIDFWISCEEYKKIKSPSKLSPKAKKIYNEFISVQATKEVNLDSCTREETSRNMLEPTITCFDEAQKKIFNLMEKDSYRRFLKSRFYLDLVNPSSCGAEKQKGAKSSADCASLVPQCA
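MLSMR compounds (23 nl, pin-transferred) preincubated 10 min at room temperature with a 500nM (2x) first reagent, then RGS4 at 900nM (2x) plus Transcreener GDP mix added; fluorescence polarization (620/688 nm) read before and after 90 min at 30 °C.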
RXFP1 agonist: activates the human relaxin receptor RXFP1; HEK293T-RXFP1 cAMP TR-FRET, 30 min; response scale: percent of porcine relaxin response, buffer zero; Potency, µM (top dose mostly 57.5 µM), for inactives: top-dose activation, hits mostly activators; 370,000 compounds, 0.3% hits; AID 2676; also: % is scaled to controls: 0 for no effect and ±100 for the full control effect; nearly all actives have a fitted effect of over 60% in size; many of its hits are not listed in these tables
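cAMP rise read by TR-FRET after 30 min, 37C compound exposure (up to 58 uM) in RXFP1-transfected HEK293 cells with Ro 20174 present. EC50 from Hill-equation fits, with 29 nM porcine relaxin as 100% and buffer as basal.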
TrxR1 substrate: is turned over as a substrate by rat TrxR1; O89049; purified TrxR1 substrate turnover, NADPH consumption readout; Potency, µM (series often up to 114 µM), without a hit: at the highest dose activity change, negative = substrate turnover; 390,000 compounds, 0.01% hits; AID 588456; also: % is scaled to controls: 0 for no effect and ±100 for the full control effect; nearly all actives have a fitted effect of over 50% in size
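Rat TrxR1, dispensed at 90 nM, was prereduced with 400 uM NADPH (final) for 5 min at ~22 deg C, then incubated with compound 15 min before 400 uM selenite. A first-read NADPH fluorescence drop versus no-compound background flagged substrates.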
USP1-UAF1 inh: blocks the human USP1/UAF1 deubiquitinase complex | Potency, µM (titrated, usually from 57.1 µM), inactives show at the top dose activity change, negative = inhibition, hits mostly inhibitors | O94782 | AID 743255 | recombinant USP1/UAF1, Ub-Rhodamine cleavage fluorescence | 390,000 compounds, 0.23% hits; also: % is scaled to controls: 0 for no effect and ±100 for the full control effect; nearly all actives have a fitted effect of over 60% in size; inactives centre near -12
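USP1/UAF1 complex at 1 nM was preincubated with compound for 15 min at room temperature, then Ub-Rho substrate (150nM final) was added. Fluorescence (480/540 nm) was read kinetically, 6 reads every 60 seconds.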
rTrxR1 inhibitor: inhibitors of rat thioredoxin reductase 1. AID 588453. Potency, µM (highest dose often 114 µM), for inactives: at the top dose activity change, negative = inhibition, usual class: inhibitors. O89049. recombinant rTrxR1, NADPH fluorescence consumption, selenite substrate. 390,000 compounds, 1% hits; also: % is scaled to controls: 0 for no effect and ±100 for the full control effect; nearly all actives have a fitted effect of over 65% in size
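Rat TrxR1 (90 nM in the dispensed reagent) was pre-reduced with 400 uM NADPH for 5 min at room temperature, then incubated with compound for 15 min. After 400 uM selenite was added, NADPH fluorescence (Ex 340/Em 450 nm) was followed for 8 min.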
IDH1 R132H inh: human IDH1 R132H inhibition | O75874 | IDH1-R132H enzyme, NADPH consumption, diaphorase/resazurin fluorescence | Potency, µM (top dose mostly 76.6 µM), for the others: at the top dose activity change, negative = inhibition, usual class: inhibitors | 390,000 compounds, 0.093% hits; also: % is scaled to controls: 0 for no effect and ±100 for the full control effect; nearly all actives have a fitted effect of over 65% in size
Target sequence (O75874 whole entry R132H, stated change not applied): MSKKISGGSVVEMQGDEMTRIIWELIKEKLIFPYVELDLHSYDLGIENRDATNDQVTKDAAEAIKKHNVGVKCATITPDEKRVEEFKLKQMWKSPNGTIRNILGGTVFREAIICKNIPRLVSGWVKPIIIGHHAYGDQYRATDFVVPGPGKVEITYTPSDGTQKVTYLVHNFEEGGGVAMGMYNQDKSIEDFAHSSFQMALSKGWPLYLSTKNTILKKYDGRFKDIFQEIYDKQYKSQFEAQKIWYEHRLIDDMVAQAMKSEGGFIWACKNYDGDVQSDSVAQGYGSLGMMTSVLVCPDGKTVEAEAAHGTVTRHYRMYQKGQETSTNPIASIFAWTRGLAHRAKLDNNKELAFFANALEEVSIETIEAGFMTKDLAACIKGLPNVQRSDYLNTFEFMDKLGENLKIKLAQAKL
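IDH1-R132H (0.5 ug/mL dispensed) in pH 7.5 Tris buffer was preincubated 30 min with compound, then given a substrate mix of 0.016 mM NADPH and 2 mM alpha-KG for 80 min at room temperature; remaining NADPH was read by diaphorase/resazurin fluorescence.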
* = called active by the depositor; ? = inconclusive; . = not tested or not shown; & = joins results of further samples; [ ] = dose if it differs, or a comment. Calls follow the shape of the dose curve; as a rule, active = well fitted curve in the direction sought with a large enough effect; inconclusive = small, poorly fitted or top-dose-only effect, or another doubt; inactive = no such curve, though single readings can be large; an effect the other way counts as inactive or inconclusive. Potency is read from the fitted curve at half-maximal effect. These rows are one share of the data; the hit share may differ from the screen's.

Vif-APOBEC3G blk,12-LOX inh,Vif-APOBEC3F blk,RGS4 inh,RXFP1 agonist,SMILES,TrxR1 substrate,USP1-UAF1 inh,rTrxR1 inhibitor,IDH1 R132H inh
0%,?,-10%,?,-0.1%,CCOCC(=O)Nc1nnc(COc2ccc(Cl)cc2)s1,-13%,-6%,-26%,-4%
-1%,-24%,-12%,1%,-0.2%,Cc1onc(-c2c(F)cccc2Cl)c1C(=O)N=C(N)N1CCCC1,-11%[57.1 µM],-8%,36%[activator][57.1 µM],6%
-5%&2%,?,5%&2%,-19%&5%,-0.3%&1.1%,Cc1cccc(N(C)C(=O)c2cc(S(=O)(=O)N3CCCCC3)c[nH]2)c1,0%&0%,?,3%&-4%,-2%&1%
2%,0%,7%,0%,-4.0%,COc1ccc(CNC(=O)CN(C(=O)c2csnn2)c2ccc3c(c2)OCCO3)cc1,1%,-28%,10%,13%
2%,42%[activator],4%,-13%,1.2%,CN1CCC(N(C)C(=O)c2cc(=O)c3ccccc3o2)CC1,-4%[57.1 µM],-3%,4%[57.1 µM],3%
-1%,5%,0%,-8%,-4.1%,COc1ccc(/C=C/C(=O)NC(=S)NNC(=O)c2cnccn2)cc1,-2%,-5%,?,-2%
2%,52%[activator],2%,27%,1.4%,N#Cc1ccccc1OCC(=O)N1CCN(S(=O)(=O)c2ccc(Cl)cc2)CC1,-2%,-13%,16%,-1%
-1%,6%,10%,12%,.,C[C@]12c3[nH]c4ccccc4c3CCN1C(=O)C(CC(=O)NCCc1ccccn1)C[C@@H]2C(=O)N1CCOCC1 (stereo not given in full),1%,-14%,2%,-2%
0%,39%[activator],8%,-3%[56.9 µM],-2.1%,CC(C)CNC(=O)C1CCCN(C(=O)NCc2ccccc2)C1 (stereo not given),-1%,-8%,28%,-12%
6%,?,5%,21%,0.5%,COc1cccc(NC(=O)CN(c2ccccc2OC)S(=O)(=O)c2cccs2)c1,0%,-8%,19%,-6%
-12%,-17%,6%,-28%,-0.6%,CCN(c1ccc2c(c1)OCO2)S(=O)(=O)c1cc(Br)cc2c1N(C(C)=O)CC2,10%[57.1 µM],-20%,0%[57.1 µM],6%
-1%,-1%,2%,7%,-0.4%,COc1ccc(N2CC(C(=O)N[C@@H](C)C(=O)NC3CCCCC3)CC2=O)cc1 (stereo not given in full),4%,-19%,27%,8%
0%,-21%,22%,-4%,1.2%,Cc1ccc(NC(=O)CS(=O)c2ccccc2N)c(C)c1 (stereo not given),8%,-18%,21%,3%
-1%,-14%,-21%,1%,0.8%,O=C(NCCS(=O)(=O)N1CCN(c2ccc(F)cc2)CC1)c1ccco1,-5%[57.1 µM],-16%,4%[57.1 µM],-8%
1%,1%,-12%,-9%,.,O=C(COC(=O)COc1ccc(Br)cc1)NNC(=O)c1ccccc1,-2%,1%,8%,7%
-2%,?,-1%,-53%,.,CCN(CC)S(=O)(=O)c1ccc(C(=O)Nc2cc(S(=O)(=O)N3CCOCC3)ccc2O)cc1,-3%,-24%,10%,-4%
3%,-9%,-2%,1%,0.1%,COc1ccccc1-n1c(C)nc2cc(C(=O)O)ccc21,7%,-6%,11%[57.1 µM],0%
1%,-24%,0%,-4%,.,CCN1C(=O)N[C@@H](c2ccccc2)[C@@H](C(=O)OC)[C@H]1C,5%[57.1 µM],-20%,23%,-11%
0%,14%,11%,2%,1.4%,COc1ccccc1NC(=S)NN1CCN(C)CC1,3%,-3%,1%,2%
-7%,?,2%,-5%,5.8%,O=C(Nc1c(Cl)cc(Cl)cc1-c1nc2ccccc2s1)c1ccc(Br)o1,15%,-22%,?,0%
-6%,-33%,0%,-24%,1.2%,O=C(CSc1nc2ccccc2c(=O)n1-c1ccc(F)cc1)Nc1ccc(Cl)c(S(=O)(=O)N2CCOCC2)c1,-9%,-9%,-2%,6%
-8%,10%,11%,-5%,0.7%,O=C(NCC1CCN(S(=O)(=O)c2ccccc2)CC1)Nc1ccc(F)cc1,-11%,-21%,0%,10%
-1%,-3%,-5%,2%,-0.5%,CC(/C=C/c1ccccc1)=N\NC(=O)CNC(=O)c1ccccc1Cl,-1%,-20%,11%,-1%
-6%,-30%,1%,-39%,0.7%,Cc1[nH]n(-c2ccccc2)c(=O)c1C(c1cccc([N+](=O)[O-])c1)c1c(C)[nH]n(-c2ccccc2)c1=O,-8%,-21%,?,-4%

Part of the list above in order of molar mass, largest number first:
Vif-APOBEC3G blk,12-LOX inh,Vif-APOBEC3F blk,RGS4 inh,RXFP1 agonist,SMILES,TrxR1 substrate,USP1-UAF1 inh,rTrxR1 inhibitor,IDH1 R132H inh
-2%,?,-1%,-53%,.,CCN(CC)S(=O)(=O)c1ccc(C(=O)Nc2cc(S(=O)(=O)N3CCOCC3)ccc2O)cc1,-3%,-24%,10%,-4%
3%,-9%,-2%,1%,0.1%,COc1ccccc1-n1c(C)nc2cc(C(=O)O)ccc21,7%,-6%,11%[57.1 µM],0%
1%,-24%,0%,-4%,.,CCN1C(=O)N[C@@H](c2ccccc2)[C@@H](C(=O)OC)[C@H]1C,5%[57.1 µM],-20%,23%,-11%

The listing continues:
Vif-APOBEC3G blk,12-LOX inh,Vif-APOBEC3F blk,RGS4 inh,RXFP1 agonist,SMILES,TrxR1 substrate,USP1-UAF1 inh,rTrxR1 inhibitor,IDH1 R132H inh
1%,0%,-8%,-13%,-1.0%,COc1ccccc1OCCCCN1CCN(c2ccccc2OC)CC1,-1%,0%,-13%,2%
1%,-15%,-5%,-26%[11.4 µM],5.7%,Cc1cccc(C)c1NC(=O)C1CCCN1S(=O)(=O)c1ccc(-c2ccc(=O)[nH]n2)s1 (stereo not given),-1%,-30%,-10%,0%
-1%,-2%,-1%,-16%,0.2%,Cc1nn(C)c(C)c1S(=O)(=O)N1CCCC(C(=O)N2CCN(c3ccccc3)CC2)C1 (stereo not given),19%[57.1 µM],-22%,-7%[57.1 µM],9%
-7%,-19%,-1%,-51%,-2.3%,Cc1sc(NC(=S)NC(=O)c2ccco2)c(C(N)=O)c1C,3%[57.1 µM],-16%,15%[57.1 µM],2%
2%,-7%,-5%,-13%,1.7%,O=C(c1ccccc1)c1ccc(OCC(O)CN2CCN(S(=O)(=O)N3CCCCC3)CC2)cc1 (stereo not given),-2%,-18%,10%,3%
-5%,-5%,0%,2%,0.7%,COc1cc(NS(=O)(=O)c2ccccc2)ccc1-n1nc(C)cc1C,7%,-15%,15%,6%
-1%,-3%,4%,12%,0.6%,O=C(COC(=O)/C=C/c1ccccc1)NC1CCCCCC1,-8%,-4%,-10%,2%
1%,-11%,-3%,-17%,-0.2%,Cc1cc(C)cc(NC(=O)NC2CCCCCCC2)c1,3%,-6%,19%,-10%
-1%,0%,-13%,1%,5.1%,C/C(=N\NC(=O)c1ccc(CSc2nncn2C)cc1)c1ccc(Cl)cc1,1%,-19%,17%,-7%
6%,?,6%,-43%,1.7%,CN(CC(=O)Nc1ccc(OC(F)(F)F)cc1)C(=O)Cc1ccc2c(c1)CCC2,-7%,-26%,?,6%
0%,-3%,10%,19%,1.0%,CCCCn1c(N)c(N(CCOC)C(=O)c2cccc(N3C(=O)c4ccccc4C3=O)c2)c(=O)[nH]c1=O,0%,-7%,9%,1%
1%,10%,3%,2%,0.2%,CCOC(=O)CSCC(=O)Nc1nnc(-c2cccc([N+](=O)[O-])c2)s1,9%[57.1 µM],-18%,37%,21%

Some of the entries so far, comma-delimited:
Compound,Vif-APOBEC3G blk,12-LOX inh,Vif-APOBEC3F blk,RGS4 inh,RXFP1 agonist,TrxR1 substrate,USP1-UAF1 inh,rTrxR1 inhibitor,IDH1 R132H inh
Cc1[nH]n(-c2ccccc2)c(=O)c1C(c1cccc([N+](=O)[O-])c1)c1c(C)[nH]n(-c2ccccc2)c1=O,-6%,-30%,1%,-39%,0.7%,-8%,-21%,?,-4%
COc1ccccc1OCCCCN1CCN(c2ccccc2OC)CC1,1%,0%,-8%,-13%,-1.0%,-1%,0%,-13%,2%
Cc1cccc(C)c1NC(=O)C1CCCN1S(=O)(=O)c1ccc(-c2ccc(=O)[nH]n2)s1 (stereo not given),1%,-15%,-5%,-26%[11.4 µM],5.7%,-1%,-30%,-10%,0%
Cc1nn(C)c(C)c1S(=O)(=O)N1CCCC(C(=O)N2CCN(c3ccccc3)CC2)C1 (stereo not given),-1%,-2%,-1%,-16%,0.2%,19%[57.1 µM],-22%,-7%[57.1 µM],9%
Cc1sc(NC(=S)NC(=O)c2ccco2)c(C(N)=O)c1C,-7%,-19%,-1%,-51%,-2.3%,3%[57.1 µM],-16%,15%[57.1 µM],2%
O=C(c1ccccc1)c1ccc(OCC(O)CN2CCN(S(=O)(=O)N3CCCCC3)CC2)cc1 (stereo not given),2%,-7%,-5%,-13%,1.7%,-2%,-18%,10%,3%
COc1cc(NS(=O)(=O)c2ccccc2)ccc1-n1nc(C)cc1C,-5%,-5%,0%,2%,0.7%,7%,-15%,15%,6%
O=C(COC(=O)/C=C/c1ccccc1)NC1CCCCCC1,-1%,-3%,4%,12%,0.6%,-8%,-4%,-10%,2%
Cc1cc(C)cc(NC(=O)NC2CCCCCCC2)c1,1%,-11%,-3%,-17%,-0.2%,3%,-6%,19%,-10%
C/C(=N\NC(=O)c1ccc(CSc2nncn2C)cc1)c1ccc(Cl)cc1,-1%,0%,-13%,1%,5.1%,1%,-19%,17%,-7%
